KCNQ2 inh – KCNQ2 potassium channel inhibitors, primary screen, cell-based, CHO-K1, FluxOR thallium flux, B-score (AID 2156) | O88943 | B-score at 10 µM | actives 1.1% (n = 310,000) | 20 min; stronger effect = lower value;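 active = fluorescence ratio B-score at most minus 3 library SDs, with starting brightness B-score within 2 library SDs, cut at about -5.5 in these data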
Target sequence (O88943 whole entry, looked up): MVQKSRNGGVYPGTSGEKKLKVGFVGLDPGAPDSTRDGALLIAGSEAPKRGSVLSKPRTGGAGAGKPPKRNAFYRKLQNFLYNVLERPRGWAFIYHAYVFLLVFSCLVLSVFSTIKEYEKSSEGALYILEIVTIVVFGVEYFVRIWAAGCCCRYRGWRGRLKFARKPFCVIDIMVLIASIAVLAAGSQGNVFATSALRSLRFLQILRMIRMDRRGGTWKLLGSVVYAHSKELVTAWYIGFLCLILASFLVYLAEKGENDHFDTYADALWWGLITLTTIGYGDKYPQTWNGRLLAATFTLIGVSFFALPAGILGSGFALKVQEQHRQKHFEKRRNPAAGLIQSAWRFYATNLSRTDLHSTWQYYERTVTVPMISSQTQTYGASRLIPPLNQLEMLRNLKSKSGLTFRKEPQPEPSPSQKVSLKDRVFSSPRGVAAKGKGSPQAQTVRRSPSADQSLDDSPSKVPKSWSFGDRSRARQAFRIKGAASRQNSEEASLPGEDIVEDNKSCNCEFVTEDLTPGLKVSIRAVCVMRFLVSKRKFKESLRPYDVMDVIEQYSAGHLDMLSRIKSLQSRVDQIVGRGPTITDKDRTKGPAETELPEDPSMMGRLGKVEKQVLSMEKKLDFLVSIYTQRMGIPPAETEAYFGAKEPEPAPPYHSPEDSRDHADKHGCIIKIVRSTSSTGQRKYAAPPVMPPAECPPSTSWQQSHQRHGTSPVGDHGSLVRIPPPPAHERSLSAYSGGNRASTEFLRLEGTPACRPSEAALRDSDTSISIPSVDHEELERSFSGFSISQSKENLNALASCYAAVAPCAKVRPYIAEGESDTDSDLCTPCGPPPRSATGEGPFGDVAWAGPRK
Kir21 inh – Kir2.1 (mouse) channel inhibition | P35561 | HEK293-Kir2.1, FluxOR thallium flux fluorescence; stronger effect = lower value | B-score at 10 µM | actives 0.85% (n = 310,000);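 active = fluorescence ratio B-score at or below minus 3 SD of library scores, with starting-brightness B-score within 2 SD, cut at about -4.2 in these data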;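 also: channel flux triggered by added potassium and thallium sulfate stimulus; B-score of peak minus minimum fluorescence over baseline after thallium stimulus; more negative B-score means stronger Kir2.1 block with less thallium influx; some compounds called inactive have numbers as strong as hits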
The depositor's hits bear a star; i = inactive.

SMILES	KCNQ2 inh	Kir21 inh
COc1cccc(/C=N/NC(=O)C(C)Sc2ccccc2)c1 (stereo unspecified)	i	0.64
CNC(=O)CSc1nc(-c2ccccc2)c(-c2ccccc2)o1	i	-0.16
O=C(O)CCNS(=O)(=O)c1ccccc1	i	0.74
N/C(Cc1ccc(Cl)cc1)=N\OC(=O)Cc1ccc([N+](=O)[O-])cc1	i	-0.34
COc1ccc(C(=O)COC(=O)CNC(=O)c2ccc(Cl)cc2Cl)c(OC)c1	i	0.17
O=C1CN(C(=O)CSc2nnc(-c3ccccc3)n2Cc2ccc3c(c2)OCO3)c2ccccc2N1	i	0.1
CCN(C(=O)C1CCN(c2nc(-c3ccc(OC)cc3)no2)CC1)c1ccccc1	i	0.09
COc1ccc(NC(=O)CN(C)C(=O)c2cccc(S(=O)(=O)Nc3ccccc3Cl)c2)cc1	i	0.61
O=C(O)CCSc1nc2ccccc2s1	i	-0.04
CS(=O)(=O)c1nc(S(=O)(=O)c2ccc(Cl)cc2)c(NCCN2CCOCC2)s1	i	-0.28
O=C(CN1C(=O)c2ccccc2C1=O)NCC(=O)OCC(=O)c1ccc(Br)cc1	i	-0.82
O=CN1CCCN(Cc2nc(-c3cccc(Cl)c3)no2)CC1	i	4
C/C(=N\NC(=O)Cc1ccccc1)c1ccc(Br)s1	i	1.9
Cc1oc2cc(O)ccc2c(=O)c1-c1cnn(-c2ccccc2)c1	i	0.27
O=C(Nc1ccc2c(c1)OCCO2)C1CCN(S(=O)(=O)c2ccc(Br)s2)CC1	i	-0.07
O=C(COc1coc(CN2CCN(c3cccc(Cl)c3)CC2)cc1=O)NC1CCCC1	i	-1.3
O=C1CCCN1Cc1ccccc1	i	0.12
CC(C)OC(=O)CSc1nnc(Cc2ccccc2)n1C	i	-0.38
N#CC(C#N)C(c1ccsc1)c1c(-c2ccccc2)[nH][nH]c1=O (stereo unspecified)	i	-0.6
COc1ccc2cc(CCNC(=O)CC(C)(C)C)c(=O)[nH]c2c1	i	0.33
COc1cc(/C=C2\SC(=S)N(NC(=O)c3ccccc3O)C2=O)ccc1O	i	-1.9
O=C(Nc1ccc(Br)cc1Br)c1cccc2c1C(=O)N(C1CCCCC1)C2	i	0.05
Cc1nc(NC(=O)COc2ccccc2)sc1C(=O)Nc1ccccc1	i	0.74
O=[N+]([O-])c1cccc(NC(=S)Nc2nc(-c3ccccc3Cl)cs2)c1	i	0.34
Cc1cc(C(F)(F)F)nc(SCCN2CCOCC2)c1C#N	i	0.19

An excerpt from above in order of formula weight, lowest first.
SMILES	KCNQ2 inh	Kir21 inh
CNC(=O)CSc1nc(-c2ccccc2)c(-c2ccccc2)o1	i	-0.16
Cc1nc(NC(=O)COc2ccccc2)sc1C(=O)Nc1ccccc1	i	0.74
O=C(Nc1ccc(Br)cc1Br)c1cccc2c1C(=O)N(C1CCCCC1)C2	i	0.05

(cont.)
SMILES	KCNQ2 inh	Kir21 inh
N#C/C(=C(/O)c1ccc([N+](=O)[O-])s1)c1nc2ccccc2[nH]1	i	0.06
CSc1ccc(OC2CCCCC2NS(=O)(=O)c2ccc(Cl)cc2)cc1 (stereo unspecified)	i	0.32
NC(=O)C[n+]1cccc(CNC(=O)c2ccc(OC(F)F)cc2)c1	i	-0.07
O=C(/C=C/c1ccccc1)NCCOc1ccccc1	i	0.76
O=C(NCc1ccco1)C1CCCN1S(=O)(=O)c1ccccc1C(F)(F)F (stereo unspecified)	i	-0.6
CCC(CO)NCC(O)COCc1ccc2c(c1)OCO2 (stereo unspecified)	i	-1.6
Cc1ccc(S(=O)(=O)N(C)C)cc1NC(=O)COC(=O)c1c(-c2ccccc2)noc1C	i	0.16
CCOC(=O)c1ccc(NC(=S)N2CCCC(C(=O)OCC)C2)cc1 (stereo unspecified)	i	-0.15
O=C(c1cc(COc2ccc(F)cc2F)on1)N1CCCC(c2ccccc2)C1 (stereo unspecified)	i	0.3
Cc1ccc(NC(=O)C2CCCN(S(=O)(=O)c3ccc4[nH]c(=O)ccc4c3)C2)nc1 (stereo unspecified)	i	-0.9
CCOC(=O)c1c(NC(=O)COC(=O)c2cc(OC)c(OC)cc2[N+](=O)[O-])sc(C)c1C	i	-0.41
Cc1cccc(N2CCc3c2nc2ccc(Br)cc2c3N)c1	i	-0.56
CCc1sc(C(=O)Nc2cccc(C(C)=O)c2)cc1C	i	-0.31
O=C(Nc1ccc2c(c1)CCC2)Nc1ccccc1Cl	i	2
COc1ccc(NC(=S)N2CCN(S(C)(=O)=O)CC2)cc1	i	-0.86
O=C1c2ccccc2COc2ccc(O)cc21	i	-1.9
C1CC1Cc1noc(CN2CCN(C3C4CC5CC(C4)CC3C5)CC2)n1 (stereo unspecified)	i	-1.6
CCOC(=O)C1=NNC2C(=O)N(CC)C(=O)C12 (stereo unspecified)	i	-0.03
CN(c1ccccc1)c1cc(=O)[nH]c(=O)[nH]1	i	1.7
Cc1cc(C)cc(NC(=O)CSc2ccc(-c3ccccn3)nn2)c1	i	0.55
COCCN(C(=O)COC(=O)C1(C)CC1(Cl)Cl)c1c(N)n(Cc2ccccc2)c(=O)[nH]c1=O (stereo unspecified)	i	-0.01
COc1cccc(C(=O)Nc2nnc(S(=O)(=O)N3CCCC3)s2)c1	i	1.2
O=C1N=c2ccc(Br)cc2=C1c1sc(=O)[nH]c1O	i	0.4
COC(=O)c1cn(NC(=O)c2cc(OC)cc(OC)c2)c(=O)c2ccccc12	i	0.24
COc1ccc(Cc2nnc(NC(=O)c3ccccc3Cl)s2)cc1OC	i	-1

(continued)
SMILES	KCNQ2 inh	Kir21 inh
CC1Cc2nc(SCC(=O)c3ccccc3)n(Cc3ccccc3)c(=O)c2S1 (stereo unspecified)	i	-0.79
COc1cc(-c2nc3cnccn3c2Nc2ccc3c(c2)OCCO3)ccc1O	i	-0.58
C=CCN1C(=O)C(CC(=O)Nc2ccccc2F)S/C1=N\c1nccs1 (stereo unspecified)	i	-0.14
CC(=O)c1ccc(NC(=O)Cn2c3ccccc3c3nc(=O)cc(C)n32)cc1	i	0.92
Cc1ccc(O)c(NC(=O)c2ccc3c(c2)C(=O)N(Cc2cccnc2)C3=O)c1	i	0.66
O=P(C1=C(N2CCOCC2)/C(=C\c2ccccc2)CC1)(N1CCOCC1)N1CCOCC1	i	-0.42
O=[N+]([O-])c1ccccc1CNc1ccc(F)c(Cl)c1	i	0.25
O=C(Nc1nc(-c2nc3ccccc3s2)cs1)C1COc2ccccc2O1 (stereo unspecified)	i	0.05
O=S(=O)(Nc1nc2ccccc2[nH]1)c1ccc2ccccc2c1	i	1.3
N#C/C(=C\c1cn(Cc2cccc(F)c2)c2ccccc12)C(=O)NCc1ccco1	i	2.2
CC(C)=CCc1c(O)c(CC=C(C)C)c2c(c1O)-c1cc(O)c(O)cc1CC2	i	-1.2
Cc1ccc(NS(=O)(=O)c2cc(OCC(N)=O)c(C)cc2Cl)cc1	i	-0.2
CCn1c(CC(=O)Nc2ccc(C)c(Cl)c2)nnc1SCc1ccc(Cl)c(Cl)c1	i	-0.88
Cc1ccc2oc(=O)n(CCCOc3ccccc3C)c2c1	i	0.93
COc1ccc(N2CCN(C(=O)CN(c3ccccc3)S(C)(=O)=O)CC2)cc1	i	-0.47
COC(=O)c1cn(C(=O)c2ccc(OC)c(OC)c2)c2ccccc12	i	0.75
NC(=O)C1(N2CCCCC2)CCN(C(=O)CSc2nc3ccccc3s2)CC1	i	1.1
CC(C)NC(=O)C1c2ccccc2Oc2ccccc21	i	-0.85
COc1ccc(CN(Cc2cccn2C)S(=O)(=O)c2ccccc2)cc1	i	1.4
COc1ccc(C(=O)NCC(=O)Nc2ccc(-c3ccccc3)cc2)cc1	i	0.77
N#Cc1c(-c2ccccc2)ccn(Cc2ccc(Cl)cc2)c1=O	i	-0.03
CCOC(=O)C1CCN(S(=O)(=O)c2cc3c4c(c2)C(C)C(=O)N4CCC3)CC1 (stereo unspecified)	i	-0.09
COc1ccccc1CNC(=O)[C@@H](NC(=O)C1CCN(C(=O)[C@@H]2CCCN2)CC1)C(C)C	i	-0.97
COC(=O)C1C(=O)OC(C)(C)C1C(C)C(=O)c1ccc(C)cc1C (stereo unspecified)	i	0.01
CCCCCCn1c(COc2ccccc2F)nnc1SCC(=O)N1c2ccccc2NC(=O)C1(C)C	i	-0.61

Continuation:
SMILES	KCNQ2 inh	Kir21 inh
Clc1ccc2oc(-c3ccccn3)nc2c1	i	-0.54
COc1cccc(-n2c(SCC(=O)Nc3cc(C)on3)nc3c([nH]c4ccccc43)c2=O)c1	i	0.32
COc1cccc(NC(=O)c2ncn[nH]2)c1	i	-0.45
CC(C)(C)NC(=O)NC(=O)COc1ccccc1C#N	i	0.61
CCSC(SCC)[C@H](O)[C@@H](O)[C@H](O)[C@H](O)CO	i	0.78
O=C(c1cc2c(F)cccc2s1)N1CCCC1	i	0.85
CC1CCCC(C)N1C(=O)CSc1nnc(NC(=O)Cc2cccs2)s1 (stereo unspecified)	i	1
Cc1ccc(N2CC(C(=O)OCC(=O)NNC(=O)c3ccccc3)CC2=O)cc1 (stereo unspecified)	i	-1.9
COc1ccc(OC)c(/C=C/C(=O)Nc2cccc(S(=O)(=O)N3CCCC3)c2)c1	i	0.02
CCCCNC(=O)CNC(=O)c1cccs1	i	-0.03
COc1ccc(CC2(CO)CCN(Cc3ccc(OC(F)(F)F)cc3)CC2)cc1	i	-0.95
CN=C(Nc1cccc(Cl)c1)SC1CC(=O)N(c2ccc(OC)cc2)C1=O (stereo unspecified)	i	-0.04
Cc1ccc(NC(=O)CN(C)C(=O)CSc2nncn2C)cc1	i	0.33
Cc1cccc(/C=N/NC(=O)c2cccc(NC(=O)c3ccccc3)c2)n1	i	2
O=C(O)CCCCCNC(=O)OCC1c2ccccc2-c2ccccc21	i	1.1
O=C(c1cn(-c2ccccc2)nc1-c1cccs1)N1CCN(c2ccc(F)cc2)CC1	i	1.5
CCSc1nc2ccc(C)cc2cc1C#N	i	-0.09
CCC(C(=O)Nc1nccs1)(C(F)(F)F)C(F)(F)F	i	-0.68
COc1ccc(C2CC(=O)C(C=NCCN3CCOCC3)=C(O)C2)cc1 (stereo unspecified)	i	0.14
O=c1[nH]cnc2scc(-c3ccsc3)c12	i	1
COCC(=O)Nc1nnc(SCC(=O)NCc2cccs2)s1	i	-0.42
O=C(NC1CCCCC1)N(CCO)Cc1cc2cc3c(cc2[nH]c1=O)OCCO3	i	-3
COc1ccc2oc(C(=O)Nc3ccc(C)cn3)c(C)c2c1	i	0.05
O=C(CCS(=O)(=O)c1ccc(Br)cc1)NCc1cccs1	i	-0.9
Cc1ccc(Cl)cc1NS(=O)(=O)c1c(C)[nH]c(=O)[nH]c1=O	i	0.93

By substructure, the entries above containing a COOH group (3)
SMILES	KCNQ2 inh	Kir21 inh
O=C(O)CCNS(=O)(=O)c1ccccc1	i	0.74
O=C(O)CCSc1nc2ccccc2s1	i	-0.04
O=C(O)CCCCCNC(=O)OCC1c2ccccc2-c2ccccc21	i	1.1

Following part:
SMILES	KCNQ2 inh	Kir21 inh
CCCCN(CC)CCCNC(=O)c1cn(CC(C)C)c(=O)c2c1c1ccccc1n2C	i	0.84
CCc1nnc(NS(=O)(=O)c2ccc(NC(=S)NC(=O)c3ccc(F)cc3)cc2)s1	i	0.28
C=C1C(=O)O[C@H]2[C@H]1[C@@H](O)CC(=C)[C@@H]1CC(=O)[C@@H](C)[C@H]21	i	0.76
O=S(=O)(/N=C(\Sc1ccccc1)c1ccccc1)c1ccc(Cl)cc1	-6.9*	0.07
CCOc1ccc(C2N(c3cc(Cl)ccc3OC)C(=O)C3CCCN32)cc1OC (stereo unspecified)	i	0.23
CCOC(=O)/C=C/C(=O)Nc1cccc([N+](=O)[O-])c1	i	-6.2*
CCN1CCN(c2nc(-c3ccccc3)c3ccccc3n2)CC1	i	-0.95
COc1ccc(CCn2nnnc2C(CC(C)C)N2CCC(C(N)=O)CC2)cc1OC (stereo unspecified)	i	-0.23
O=C(Nc1cccc(F)c1)NC1(C(=O)N2CCN3CCCC3C2)CCCCC1 (stereo unspecified)	i	-1.3
Cc1c(Cl)cccc1NC(=O)CCCn1cnc([N+](=O)[O-])n1	i	1.5
NC(=S)N/N=C/c1ccc(OC(=O)c2cccnc2)cc1	i	-0.66
CCN(CC)CCCN=Cc1c(O)n(-c2c(C)cccc2C)c(=O)c2ccccc12	i	0.03
Cc1cc(C)cc(-n2nnnc2SCC(=O)Nc2cccc(NC(=O)c3ccco3)c2)c1	i	3.3
CCn1c(=O)c(=O)n(CC)c2cc(S(=O)(=O)Nc3cccc(OC)c3)ccc21	i	-0.38
CC1CCCN(C(=O)c2ccc(NS(=O)(=O)c3ccc4[nH]c(=O)[nH]c4c3)cc2)C1 (stereo unspecified)	i	2.2
CCNC(=O)CC1C(=O)N(c2ccc(F)cc2)C(=O)N1Cc1cccs1 (stereo unspecified)	i	-0.1
COc1ccc2c(c1)C(C)CC(C)(C)N2C(=O)CSc1nc2ccccc2s1 (stereo unspecified)	-7.5*	0.37
CNC(=O)C(=O)NCCCN1CCOCC1	i	-0.4
CC(=O)N1CCC(=NNC(=O)c2cc3ccccc3cc2O)CC1	i	-0.3
Cc1ccc(C)c(S(=O)(=O)NCCCN2CCOCC2)c1	i	0.61

Grouped by structure, the entries above with a cyano group (seven)
SMILES	KCNQ2 inh	Kir21 inh
N#CC(C#N)C(c1ccsc1)c1c(-c2ccccc2)[nH][nH]c1=O (stereo unspecified)	i	-0.6
Cc1cc(C(F)(F)F)nc(SCCN2CCOCC2)c1C#N	i	0.19
N#C/C(=C(/O)c1ccc([N+](=O)[O-])s1)c1nc2ccccc2[nH]1	i	0.06
N#C/C(=C\c1cn(Cc2cccc(F)c2)c2ccccc12)C(=O)NCc1ccco1	i	2.2
N#Cc1c(-c2ccccc2)ccn(Cc2ccc(Cl)cc2)c1=O	i	-0.03
CC(C)(C)NC(=O)NC(=O)COc1ccccc1C#N	i	0.61
CCSc1nc2ccc(C)cc2cc1C#N	i	-0.09

Screening data (PubChem BioAssay)
